RBBP9 inh – inhibitors of human serine hydrolase RBBP9; recombinant RBBP9, FP-Rh probe fluorescence polarization; actives 0.2% (n = 220,000); inhibition, % at 7.94 µM;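 active = inhibition above the campaign mean of all tested compounds plus 3 SD, cut at about 14% in these data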;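 also: plate controls were DMSO wells with RBBP9 for no effect and wells lacking RBBP9 protein for full effect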
Target sequence (O75884 whole entry, looked up): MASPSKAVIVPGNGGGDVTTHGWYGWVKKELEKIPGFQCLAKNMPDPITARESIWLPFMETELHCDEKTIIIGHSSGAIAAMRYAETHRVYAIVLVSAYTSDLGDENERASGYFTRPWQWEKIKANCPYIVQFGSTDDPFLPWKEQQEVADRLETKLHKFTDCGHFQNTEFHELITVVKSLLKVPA
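Test system – recombinant human RBBP9 · Input – RBBP9 2.5 µM in dispensing solution, pre-mixing · Medium – Tris buffer pH 8.0, NaCl, Pluronic · Schedule – preincubation 30 min plus labeling 45 min at 25 °C · Measured by – fluorescence polarization · Measure – % inhibition · Controls – DMSO and no-protein wells · Replicates – one well per compound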
S1P4 antagonist – antagonists of human S1P4 receptor; inhibition, % at 4.98 µM; S1P4-expressing cells, antagonist mode, reporter read-out; AID 1510; actives 0.26% (n = 220,000); in the data active = inhibition above about 29%;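 also: 0% = wells stimulated with agonist and 100% = vehicle wells without agonist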
Target sequence (O95977 whole entry, looked up): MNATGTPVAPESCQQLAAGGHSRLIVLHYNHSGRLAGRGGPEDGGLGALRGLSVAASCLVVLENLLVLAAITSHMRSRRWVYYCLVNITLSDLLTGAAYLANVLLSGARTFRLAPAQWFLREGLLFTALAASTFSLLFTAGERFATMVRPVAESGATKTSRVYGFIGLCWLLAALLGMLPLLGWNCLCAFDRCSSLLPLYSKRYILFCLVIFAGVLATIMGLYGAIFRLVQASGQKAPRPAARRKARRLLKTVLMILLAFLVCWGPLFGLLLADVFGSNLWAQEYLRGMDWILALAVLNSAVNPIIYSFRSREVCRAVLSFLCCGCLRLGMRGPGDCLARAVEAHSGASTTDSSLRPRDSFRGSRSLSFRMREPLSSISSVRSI
BaF3 tox – counter-screen for JAK2V617F inhibitors: parental Ba/F3 viability inhibitors; CellTiter-Glo ATP luminescence; inhibition, % at 5.6 µM; actives 1.1% (n = 220,000); AID 1486;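 active = inhibition above a per-campaign cutoff, the mean inhibition of all tested compounds plus 3 SD, cut at about 27% in these data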;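 also: 0% = DMSO wells and 100% = JAK Inhibitor I control wells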
NPY-Y1 PAM-ag – potentiators or agonists of human neuropeptide Y receptor Y1 | NPY-Y1 expressing cells, potentiator/agonist activation | AID 1304 | actives 0.37% (n = 220,000) | activation, % at 3.6 µM; in the data active = activation above about 33%, passing the limit was not always enough;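 also: cells stimulated with NPY at EC10 then isoproterenol at EC100; 0% = low agonist plus stimulus and 100% = saturating agonist plus stimulus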
NPY-Y1 antag – antagonists of human neuropeptide Y receptor Y1; actives 1% (n = 200,000); HEK293-CNG Y1 cells, membrane potential fluorescence; NPY at EC95, then isoproterenol; inhibition, % at 3.6 µM; AID 1040; P25929;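 active = inhibition above the campaign mean inhibition of all tested compounds plus 3 SD, cut at about 20% in these data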;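 also: 0% = DMSO wells given NPY plus isoproterenol and 100% = isoproterenol alone without NPY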
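Test system – HEK293 Y1/CNG channel cell line · Also added – NPY agonist 25 nM, then isoproterenol 1 µM plus Ro 20-1724 25 µM · Compound dosing – one concentration, 3.6 µM, in 0.4% DMSO · Schedule – compound incubation 1 h at room temperature, readout 45 min post-stimulation · Technique – fluorescence, membrane potential probe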
NPY2 pot ag – human NPY-Y2 potentiation or agonism, primary screen; P49146; cells expressing NPY-Y2, potentiator/agonist read-out; activation, % at 3.6 µM; actives 0.45% (n = 220,000); in the data active = activation above about 27%;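 also: cells stimulated with NPY near EC25 plus isoproterenol at EC100; 0% = vehicle plus submaximal agonist and 100% = vehicle plus saturating agonist; some results beyond the cut were filed as inactive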
Target sequence (P49146 whole entry, looked up): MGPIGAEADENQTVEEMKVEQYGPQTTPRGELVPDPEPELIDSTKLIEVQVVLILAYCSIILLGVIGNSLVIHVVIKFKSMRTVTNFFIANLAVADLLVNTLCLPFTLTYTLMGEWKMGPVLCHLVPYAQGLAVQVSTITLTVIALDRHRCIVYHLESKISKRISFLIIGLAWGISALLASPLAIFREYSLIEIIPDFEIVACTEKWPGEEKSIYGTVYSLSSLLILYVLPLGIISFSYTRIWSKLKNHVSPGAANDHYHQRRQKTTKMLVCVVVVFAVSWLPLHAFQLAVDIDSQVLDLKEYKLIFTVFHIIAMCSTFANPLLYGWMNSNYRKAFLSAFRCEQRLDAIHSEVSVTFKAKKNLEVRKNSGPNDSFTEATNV
Ba/F3 V617F tox – lowers viability of Ba/F3 cells expressing EpoR and JAK2V617F; inhibition, % at 5.6 µM; actives 1.1% (n = 220,000); ATP luminescence; AID 1446;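 active = inhibition above the campaign mean plus 3 SD over all tested compounds, cut at about 24% in these data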;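 also: cytokine-independent growth of Ba/F3 cells driven by EpoR plus mutant JAK2; 0% = DMSO-treated cells and 100% = JAK inhibitor I control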
S1P4 ag – agonists of human S1P4 receptor; actives 0.35% (n = 220,000); activation, % at 4.98 µM; S1P4-expressing cell line, agonist reporter assay; AID 1509; O95977; in the data active = activation above about 11%;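 also: 0% = DMSO vehicle and 100% = reference agonist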
Runt-CBFb FRET – Runt domain-CBFb interaction inhibition | actives 0.46% (n = 220,000) | inhibition, % at 20 µM | Cerulean-Runt/Venus-CBFb FRET ratio 530/480, 1 h | Q01196+Q13951;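 active = inhibition over about 50% at 20 µM in the single-dose screen, limit read from the data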;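 also: 0% = DMSO wells and 100% = excess unlabeled CBFb competitor control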
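Measured by: fluorescence energy transfer, 422 nm excitation, 530/480 nm emission; Assay system: Cerulean-Runt domain; Medium: Tris pH 7.5 buffer with BSA; Measure: loss of energy transfer signal; Controls: 5 µM unlabeled CBFb as full-inhibition high control; Incubation: protein complex preformed 1 h, compound exposure 1 h, room temperature, dark.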
An asterisk follows results filed as active; · = no result given.

SMILES	RBBP9 inh	S1P4 antagonist	BaF3 tox	NPY-Y1 PAM-ag	NPY-Y1 antag	NPY2 pot ag	Ba/F3 V617F tox	S1P4 ag	Runt-CBFb FRET
CCCCSc1nnc([C@@H](NC(=O)OC(C)(C)C)C(C)C)o1	-6	4	6	-22	2	-10	1	-0.6	-2
Cc1ccc(/C=N/NC(=O)CSc2nc3nc(C)cc(C)n3n2)cc1	-3	-29	4	-9	3	-2	1	0.6	-1
COCCNc1c(-c2ccc(OC)cc2)nc2ccc(Cl)cn12	-8	-7	4	4	4	1	1	1.7	-5
COc1ccc(C)c(NC(=O)C2CC(=O)NC3=C2C(=O)CCC3)c1 (centres undefined)	0	-6	3	14	6	7	0	-1.6	1
CCCc1nc(-c2ccccc2O)n(-c2ccccc2)n1	5	2	5	6	1	12	3	1.4	-3
CC(=O)c1sc(NC(=O)c2ccc(Cn3cc(Br)cn3)o2)nc1C	7	-10	2	46*	-13	48*	2	2.2	3
O=C(CCC(=O)c1ccc(Br)cc1)Nc1cccc(C(F)(F)F)c1	-9	-11	1	-21	0	-21	-3	-0.2	0
Cc1c(CCOC(=O)c2cc([N+](=O)[O-])ccc2Cl)sc[n+]1CCCCS(=O)(=O)[O-]	-8	-16	8	-2	-5	-5	5	1.2	-1
Cc1ccc(S(=O)(=O)NCC(=O)N2CCN(c3ccccc3F)CC2)cc1	-8	2	2	-15	3	-12	-2	-1.8	-1
COc1cc(C2N(c3ccccc3)CCN2c2ccccc2)cc(OC)c1OC	-4	-9	0	-11	-4	-3	-4	-0.9	-1
O=C(COC(=O)Cc1ccccc1F)Nc1ccc(SC(F)F)cc1	-7	-25	5	5	3	7	-2	1.0	-1
COCCCNCCOc1ccc(C)cc1[N+](=O)[O-]	-2	-19	12	-6	13	0	-1	1.1	-1
O=C(Cn1nc(-c2ccccc2)ccc1=O)Nc1ccc(-n2cnnn2)cc1	-3	-3	4	22	·	19	-3	-2.6	3
O=C(CSc1ccccc1)N(c1ccc(Br)cc1)c1nccs1	-5	-10	1	4	13	-2	-2	0.4	1
Cc1ccc(O)c(C2=NOC(O)(C(F)(F)C(F)F)C2)c1 (centres undefined)	-5	2	7	11	5	-15	-4	0.6	-2
CN(Cc1cnn(C)c1)C(=O)c1ccc(OC2CCN(CCc3ccccc3)CC2)cc1	-7	-32	7	2	-3	8	1	1.6	0
CC(C)C(=O)NCc1cc(-c2ccccc2)no1	-14	5	1	12	6	-2	-2	0.7	-2
CCOC(=O)CSc1nnc(CNC(=O)c2cc(OCC)c(OCC)c(OCC)c2)n1C	-3	5	5	-1	3	-10	4	-0.7	-2
CC(=O)NS(=O)(=O)c1ccc(NC(=O)c2ccc(-n3nc(C)cc3C)cc2)cc1	-1	-5	12	-7	7	-10	4	1.4	4
O=C(NCc1ccco1)C(c1cccs1)N(C(=O)C1COc2ccccc2O1)c1cccc(O)c1 (centres undefined)	2	8	6	12	-2	-12	0	1.5	0
COc1ccc(-n2nc3c(c2NC(=O)c2ccc(Br)cc2)CS(=O)C3)cc1 (centres undefined)	-4	0	3	-1	6	-4	-4	0.3	2
O=C(NCC(c1cccs1)N1CCOCC1)c1ccccc1NS(=O)(=O)c1cc([N+](=O)[O-])ccc1Cl (centres undefined)	-1	-2	0	22	0	7	0	-0.7	-1
CN1CCN(CC(=O)Nc2ccccc2Oc2ccccc2)CC1	-5	11	-1	8	·	-5	-5	-0.6	1
COc1ccc(/C(O)=C2/C(=O)C(=O)N(CCCN(C)C)C2c2ccc(C)o2)cc1Cl (centres undefined)	-6	-16	2	2	-1	1	0	1.1	0
CCO[C@H]1OC(C(=O)N2CCN(C)CC2)=C[C@@H](c2ccc(C(F)(F)F)cc2)[C@@H]1CCCO	-8	-2	0	9	-4	2	-2	-1.4	-1

Further results:
SMILES	RBBP9 inh	S1P4 antagonist	BaF3 tox	NPY-Y1 PAM-ag	NPY-Y1 antag	NPY2 pot ag	Ba/F3 V617F tox	S1P4 ag	Runt-CBFb FRET
CCOC(=O)Cn1c(S(=O)(=O)Cc2ccc(F)cc2)nc(-c2ccccc2)c1-c1ccccc1	-5	-19	0	12	38*	-10	-5	1.9	-1
O=C(Oc1ccc2c(-c3ccccc3)cc(=O)oc2c1)c1cccs1	-9	-12	4	4	-1	5	-1	-0.3	-4
COc1ccccc1NS(=O)(=O)c1cc(NC(=O)c2cc3ccccc3oc2=O)ccc1C	-1	-23	5	-6	7	-2	-1	-1.4	2
CCOc1ccccc1CNCCO	-8	-9	1	0	1	5	-2	2.1	-7
COC(=O)c1cc(NC(=O)Nc2ccccc2OC)cc(C(=O)OC)c1	0	1	1	18	0	18	-5	-1.8	-1
CCOc1nc(C)cc(C)c1S(=O)(=O)c1cccc(C)c1	-6	4	7	-12	10	-2	1	-1.4	0
Cc1ccc(C(=O)Nc2nc3ccccc3n3nnnc23)cc1	-3	-6	6	-1	1	-1	0	0.1	0
COc1ccc(CN2CN=C(Nc3nc4ccccc4s3)NC2)cc1	-8	-1	2	-9	3	-5	0	-0.5	-1
Cc1ccccc1NS(=O)(=O)c1cc(C(=O)NCCC2=CCCCC2)ccc1C	-10	-7	2	-9	0	-6	-4	1.0	·
COc1ccc(C(=O)N/N=C(\Cc2ncc[nH]2)c2ccccc2)cc1	-5	-1	0	-3	2	-13	-3	-0.7	1
CCOP(=O)(c1ccccc1)C1(O)CCCCC1 (centres undefined)	1	-6	8	2	-6	5	0	0.1	0
COc1ccc(C(=S)NCS(=O)(=O)c2ccc(C)cc2)cc1	-7	-10	3	-18	0	-2	3	-0.4	0
Cc1ccc(CONC(=O)/N=C/N(C)C)cc1	-10	-7	0	-3	0	-11	-4	1.7	-1
O=C(Nc1ccc2c(c1)OCCO2)c1ccco1	-9	-16	6	-9	-3	-8	3	1.5	1
COc1cc(C(=O)Nc2ccc([N+](=O)[O-])cn2)cc(OC)c1OC	-8	-6	-1	-4	0	7	-4	-1.9	0
NS(=O)(=O)c1ccc(NNC(=O)c2sccc2Cl)cc1	-6	1	1	0	·	-8	8	-2.5	5
CCN(c1c(C)n(C)n(-c2ccccc2)c1=O)S(C)(=O)=O	-6	-24	-1	-25	-1	2	-2	1.2	0
COC(=O)C1(C)Nc2ccccc2C(=O)N1c1ccccc1C (centres undefined)	4	-8	-2	2	-3	-4	-3	3.6	0
COCCN1C(=O)c2cc(C(=O)Nc3ccc(OC)c(OC)c3)ccc2C1Nc1ccc(OC)c(OC)c1 (centres undefined)	-6	-10	10	-12	1	-6	0	0.9	-1
Cc1cc(C)c2nc(SCCC#N)nc(C)c2c1	-2	-2	1	3	10	-1	-3	1.6	-2
CC(C)c1ccc2[nH]c(O)c(N=NC(=O)c3cccc(S(=O)(=O)Nc4cccc(Cl)c4)c3)c2c1	6	-13	0	50*	·	-8	-3	-0.9	-6
C=CCNC(=O)C1CCN(S(=O)(=O)c2ccc(Br)cc2)CC1	-4	3	9	9	-1	-10	3	-0.3	-2
O=C(O)CSc1nnc(NC(=O)c2ccc3c(c2)OCO3)s1	-7	5	4	-4	0	-2	-1	-0.6	2
COc1ccc(CCN2CNc3c(c(=O)n(C)c(=O)n3C)C2)cc1	2	-25	7	1	-1	5	2	-0.7	-1
CC(C)C(OC(=O)c1cc2occc2n1C)C(=O)NCc1ccc2c(c1)OCO2 (centres undefined)	-12	6	8	-18	15	1	4	-0.1	-1

Carrying on.
SMILES	RBBP9 inh	S1P4 antagonist	BaF3 tox	NPY-Y1 PAM-ag	NPY-Y1 antag	NPY2 pot ag	Ba/F3 V617F tox	S1P4 ag	Runt-CBFb FRET
Cc1ccc(Nc2nc(N)nc(CN3CCN(Cc4ccc5c(c4)OCO5)CC3)n2)cc1	-8	-44	6	-42	3	-15	3	1.0	0
CC1(C)CC(N2CCN(CCO)CC2)=CC(=S)N1	6	-14	-1	23	·	-4	1	0.0	0
FC(F)(F)C1=CC(c2ccc(Br)cc2)=NCCN1	-6	-14	1	-4	7	-7	4	-0.8	0
C/C(CCC(C)C)=N\NC(=S)Nc1cc(S(=O)(=O)N2CCOCC2)ccc1N1CCOCC1	-9	-12	2	4	5	-16	-3	-0.6	12
CCOC(=O)C1CCN(c2ccc([N+](=O)[O-])cc2)CC1	-7	-22	4	-8	-3	4	1	0.1	-4
CCCCC#Cc1ccc(C(=O)NNC(=O)Nc2cc(Cl)cc(Cl)c2)o1	-5	-6	-2	11	·	-4	-1	1.3	2
O=C(C1=C[C@H](c2ccc(Br)cc2)C[C@H](OCCCCO)O1)N1CCN(Cc2ccccc2)CC1	1	1	-3	17	0	-14	0	10	-2
COCCNC(=O)CCCn1c(=O)c2cc(OC)c(OC)cc2n(CC(=O)Nc2ccc(F)cc2)c1=O	-9	8	6	8	-2	3	2	-0.6	·
CCOC(=O)CN(C(=O)CSc1nnc(-c2cccc(OC)c2)o1)c1ccc(F)cc1	-9	-11	9	-28	6	-9	3	0.4	1
CSc1sc(C#N)c2c1/C(=N\O)CCC2	-4	10	2	-14	·	7	-4	0.4	2
C=CCNC(=S)NNC(=O)c1csc(CC)c1	-7	-25	4	9	4	0	-1	0.8	0
N#Cc1nc(COc2ccc(Cl)cc2)oc1N1CCCCCC1	-3	-7	-1	-42	12	-19	-2	1.9	-2
O=C(O)CCCN=CC1=C(O)CNC1=O	-6	-7	2	-4	2	10	-1	0.1	-5
Cc1ccc(C)c(N2CCN(CCCNC(=O)Cn3cc4c(n3)CCCCC4)CC2)c1	-10	0	2	-2	11	9	-4	-0.8	-3
O=C(O)[C@@H]1Cc2ccccc2N1	-5	8	-1	4	·	18	-4	-0.9	2
CC1=CC2=NC(=O)/C(=C\c3cccn3CCOc3ccccc3)C(=N)N2O1	-6	-26	6	-15	0	-7	1	-0.3	-4
CC(C)NC(=O)NS(=O)(=O)c1cnccc1NC1CC2CCC1C2 (centres undefined)	-6	-4	8	-11	8	-18	4	-2.7	0
Cc1cc(N2CCCC2)nc(N2C3CCC2CC(O)(c2ccc(F)cc2)C3)n1 (centres undefined)	2	-7	14	-31	12	-18	10	0.5	0
COc1ccc(C(=O)c2cc(C(C)=O)c(Nc3ccccc3)s2)cc1	0	-3	5	-8	1	6	-1	0.0	10
O=S(=O)(NCc1ccco1)c1cccc(S(=O)(=O)N2CCCCC2)c1	-10	-8	10	6	9	1	3	-0.8	-1

Laid out differently: entries from further up.
structure | RBBP9 inh | S1P4 antagonist | BaF3 tox | NPY-Y1 PAM-ag | NPY-Y1 antag | NPY2 pot ag | Ba/F3 V617F tox | S1P4 ag | Runt-CBFb FRET
Cc1ccc(C)c(N2CCN(CCCNC(=O)Cn3cc4c(n3)CCCCC4)CC2)c1 | -10 | 0 | 2 | -2 | 11 | 9 | -4 | -0.8 | -3
O=C(O)[C@@H]1Cc2ccccc2N1 | -5 | 8 | -1 | 4 | · | 18 | -4 | -0.9 | 2
CC1=CC2=NC(=O)/C(=C\c3cccn3CCOc3ccccc3)C(=N)N2O1 | -6 | -26 | 6 | -15 | 0 | -7 | 1 | -0.3 | -4
CC(C)NC(=O)NS(=O)(=O)c1cnccc1NC1CC2CCC1C2 (centres undefined) | -6 | -4 | 8 | -11 | 8 | -18 | 4 | -2.7 | 0

Bioassay records as filed in PubChem.
